# Source: PubChem
# SIRT5 inh – SIRT5 desuccinylase inhibitors, primary screen, biochemical, fluorescence imaging, single point, set 5; Purified SirT5, succinyl-peptide AMC, trypsin-coupled fluorescence; 330,000 tested, 1.1% active; inhibition, % at 15 µM; NAD-dependent protein deacylase sirtuin-5, mitochondrial (Homo sapiens), Q9NXA8; AID 652115, 2013; in the data active means inhibition above about 15%; inconclusive means no clear call, values can overlap the other calls
# Target sequence (Q9NXA8 whole entry, looked up): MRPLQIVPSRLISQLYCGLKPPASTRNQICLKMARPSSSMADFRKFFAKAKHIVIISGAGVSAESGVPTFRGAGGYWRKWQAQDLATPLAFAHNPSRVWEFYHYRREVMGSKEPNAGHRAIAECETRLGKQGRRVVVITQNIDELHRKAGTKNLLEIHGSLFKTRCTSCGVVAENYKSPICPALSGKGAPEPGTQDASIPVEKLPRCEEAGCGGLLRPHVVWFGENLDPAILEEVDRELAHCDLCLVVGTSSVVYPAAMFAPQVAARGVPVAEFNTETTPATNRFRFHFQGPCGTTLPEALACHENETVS
# C2C12 statin – suppressors of statin myotoxicity in C2C12 myotubes, primary screen, cell-based, single point, plate reader. rescue of ATP level, % at 7.49 µM. 330,000 tested, 0.78% active. C2C12 myotubes + simvastatin, ATP luminescence, 48 h; scaled: DMSO 0, geranylgeraniol control 100;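 active means mean ATP rescue above about 67%, or every replicate alone reaching that limit, limit read from the data, passing the limit was not always enough; inconclusive means no clear call, values can overlap the other calls; inactive means mean under the limit and some replicate under it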;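 further: myotubes were challenged with 10 µM simvastatin during compound exposure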
# ARNT-TACC3 inh – disruptors of ARNT/TACC3 protein interaction, primary screen, biochemical, AlphaScreen, single concentration. inhibition, % at 9.99 µM. Transforming acidic coiled-coil-containing protein 3 (Homo sapiens), Q9Y6A5. 390,000 tested, 0.66% active. AID 623870, 2012. AlphaScreen His-ARNT PAS-B/GST-TACC3 binding, luminescence; TACC3 fragment carries E629A point mutation;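 active means mean inhibition of replicates at least 50% and at least half of replicates each reaching 50%; inconclusive means half or more replicates reach 50% but mean below 50%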;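 further: 0% = complete ARNT plus TACC3 wells and 100% = ARNT alone without TACC3; many hits fall short of the cut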
# miR122 inh – miR-122 Renilla sensor signal increase in Huh7, primary screen, miR-122 inhibitor project, cell-based, single point, plate reader. 340,000 tested, 0.3% active. activation (reporter increase), % at 12.5 µM. AID 602342, 2012. Huh7 miR-122 Renilla luciferase sensor, 48 h; neutral wells = 0, positive control = 100;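 active means mean replicate activation score at least 90 and every replicate individually at or above 90; inconclusive means only one of the two criteria met; inactive means neither criterion met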;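 further: higher luciferase means less miR-122 activity so hits act as miR-122 inhibitors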
# esBAF inh – Bmi1 luciferase reporter increase in mESCs, primary screen, esBAF inhibitor project, mouse ES cells, Bmi1 luciferase knock-in, single point; 24 h; 100% = twice the neutral-well signal; reporter increase, % at 12.5 µM; 350,000 tested, 2% active; in the data active means activation above about 40%; inconclusive means no clear call, values can overlap the other calls;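 further: 0% = median of the plate's neutral control wells and 100% = double that signal; a rise in the Bmi1 reporter signal indicates esBAF inhibition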
# ERp5 block – inhibitors of ERp5-driven insulin aggregation, primary screen, biochemical, turbidity, absorbance 650 nm, single point. inhibition, % at 9.99 µM. 350,000 tested, 0.05% active. 90 min. Protein disulfide-isomerase A6 (Homo sapiens), Q15084;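 active means mean replicate inhibition above about 25%, with every replicate also reaching it, limit read from the data, passing the limit was not always enough; inconclusive means only one of those two criteria met; inactive means neither criterion met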
# Target sequence (Q15084 whole entry, looked up): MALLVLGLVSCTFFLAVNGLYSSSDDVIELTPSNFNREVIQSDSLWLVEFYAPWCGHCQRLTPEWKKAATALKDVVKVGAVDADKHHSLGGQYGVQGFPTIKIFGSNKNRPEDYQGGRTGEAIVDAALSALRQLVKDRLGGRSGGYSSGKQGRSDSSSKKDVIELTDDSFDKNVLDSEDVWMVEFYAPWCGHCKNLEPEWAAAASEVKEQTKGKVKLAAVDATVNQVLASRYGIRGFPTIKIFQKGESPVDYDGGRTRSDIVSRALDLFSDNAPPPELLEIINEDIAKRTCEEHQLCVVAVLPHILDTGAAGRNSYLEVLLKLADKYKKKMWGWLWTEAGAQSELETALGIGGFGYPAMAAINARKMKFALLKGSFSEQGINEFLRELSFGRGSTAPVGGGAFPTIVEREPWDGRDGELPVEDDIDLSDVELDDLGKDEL
# Cneo AK release – Cryptococcus neoformans cell lysis inducers, primary screen, AK release luminescence, single concentration | C. neoformans lysis, adenylate kinase release luminescence, 4 h; normalised: neutral wells 0, clomiphene wells 100 | lysis activity, % at 15 µM | 360,000 tested, 0.2% active | AID 651654, 2012;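 active means mean lysis activity across replicates of at least 80%, whatever share of replicates individually reach that level; inactive means mean lysis activity below 80%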
#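 Signal: Adenylate kinase release luminescence | Assay system: Log-phase Cryptococcus neoformans yeast cells | Input: Cells at 5 × 10^6 per mL | Buffer or medium: Fresh YPD growth medium | Compound: Single dose | Schedule: Static 4 h at 37 °C with compound, 1 h detection | Controls: Clomiphene | Read-out: Luminescence rise reflecting yeast cell lysis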
# An asterisk follows results filed as active; u = inconclusive; x = no result given; & = joins results of further samples; [ ] = dose if it differs, or a comment. Not a hit list; 4% or so of the library scored in one or more.
1: COCC(=O)N1[C@@H](C#N)[C@H](c2ccc(-c3cccc(F)c3)cc2)[C@@H]1CO
2: Cc1cc2c(c(/C=C/C(=O)c3ccccc3)c1)OC1(C=C2)Oc2ccccc2C(=O)N1C (configuration not stated)
3: CCC1COCCS(=O)(=O)N1Cc1ccc(C)cc1 (configuration not stated)
4: COCC(C)NC(C(=O)Nc1ccc(C)c(Cl)c1)c1ccccc1 (configuration not stated)
5: N#Cc1ccccc1CSc1nc2ncc(Br)cc2[nH]1
6: O=C(CSc1nnc2c3ccccc3c3ccccc3c2n1)Nc1ccccc1F
7: COC(=O)c1ccc(-n2nnnc2SC)cc1
8: COc1ccc(C(CNC(=O)C(CCSC)NC(=O)c2ccccc2Cl)N2CCCC2)cc1 (configuration not stated)
9: CCOc1ccccc1C1C(C#N)=C(N)Oc2cc(N)ccc21 (configuration not stated)
10: CC1(c2ccccc2)NC(=O)N(CC(=O)N(CC(=O)Nc2ccccc2C(F)(F)F)Cc2ccco2)C1=O (configuration not stated)
compound no.,1,2,3,4,5,6,7,8,9,10
SIRT5 inh,6,-1,x,x,-7,x,x,-2,x,3
C2C12 statin,25,x,9,-24,0&-15,11,-3,9,-12,19
ARNT-TACC3 inh,3,5,-3,-7,1,4,x,-30,-3,0
miR122 inh,x,x,-2,24,-2&8,3,1,-2,-4,11
esBAF inh,-1,x,-1,-6,-1&1,-2,-12,1,8,-3
ERp5 block,-4,-3,x,x,-1,x,x,1,x,0
Cneo AK release,3,x,-1,-2,-3&-1,-1,-1,0,2,x

11: O=C(Nc1ccc2c(c1)OCCO2)c1cnc2ccccn2c1=O
12: COc1ccc(CCNC(=O)C/C(C)=N/NC(=O)c2ccc([N+](=O)[O-])cc2Cl)cc1OC
13: O=C(C[C@H]1CC[C@H]2[C@@H](COC[C@H](O)CN2C(=O)Nc2ccc(C(F)(F)F)cc2)O1)NCC1CCCCC1
14: CN1CCN(C(=O)c2ccc3c(c2)S(=O)(=O)c2ccccc2C3=O)CC1
15: COc1ccc(C2=NOC(C(=O)NCC(C)C)C2)cc1 (configuration not stated)
16: O=C(OCc1ccccc1)c1ccc(NCc2cc(O)ccc2O)cc1
17: CCOc1ccc2nc(NC(=O)C(CCSC)NS(=O)(=O)c3cccs3)sc2c1 (configuration not stated)
18: CCCCn1c(SCC(=O)NC(=O)NCc2ccco2)nc2cc(S(N)(=O)=O)ccc21
19: O=C(COc1ccccc1)NCCSc1ccccc1
20: Cc1cccc(CCNS(=O)(=O)c2ccc3c(c2)NC(=O)C(C)S3)c1 (configuration not stated)
compound no.,11,12,13,14,15,16,17,18,19,20
SIRT5 inh,x,-1,5,-3,x,x,x,x,x,-3
C2C12 statin,-12,0,-26,5,1,x,17,2,0,4
ARNT-TACC3 inh,2,2,-3,3,-11,3,18,-5,-6,-3
miR122 inh,-4,x,-16[16.7 µM],x,-8,-15,-8,2,-2,-1
esBAF inh,-51,-3,1,4,18,x,4,-2,52*,2
ERp5 block,x,0,-2,1,x,-5,x,x,x,-2
Cneo AK release,-3,9,-2,-1,0,x,-4,2,-3,1

# Reformatted with values under each structure: 13 of the compounds above.
# Value order: SIRT5 inh	C2C12 statin	ARNT-TACC3 inh	miR122 inh	esBAF inh	ERp5 block	Cneo AK release
8. COc1ccc(C(CNC(=O)C(CCSC)NC(=O)c2ccccc2Cl)N2CCCC2)cc1 (configuration not stated)
  -2	9	-30	-2	1	1	0
9. CCOc1ccccc1C1C(C#N)=C(N)Oc2cc(N)ccc21 (configuration not stated)
  x	-12	-3	-4	8	x	2
10. CC1(c2ccccc2)NC(=O)N(CC(=O)N(CC(=O)Nc2ccccc2C(F)(F)F)Cc2ccco2)C1=O (configuration not stated)
  3	19	0	11	-3	0	x
11. O=C(Nc1ccc2c(c1)OCCO2)c1cnc2ccccn2c1=O
  x	-12	2	-4	-51	x	-3
12. COc1ccc(CCNC(=O)C/C(C)=N/NC(=O)c2ccc([N+](=O)[O-])cc2Cl)cc1OC
  -1	0	2	x	-3	0	9
13. O=C(C[C@H]1CC[C@H]2[C@@H](COC[C@H](O)CN2C(=O)Nc2ccc(C(F)(F)F)cc2)O1)NCC1CCCCC1
  5	-26	-3	-16[16.7 µM]	1	-2	-2
14. CN1CCN(C(=O)c2ccc3c(c2)S(=O)(=O)c2ccccc2C3=O)CC1
  -3	5	3	x	4	1	-1
15. COc1ccc(C2=NOC(C(=O)NCC(C)C)C2)cc1 (configuration not stated)
  x	1	-11	-8	18	x	0
16. O=C(OCc1ccccc1)c1ccc(NCc2cc(O)ccc2O)cc1
  x	x	3	-15	x	-5	x
17. CCOc1ccc2nc(NC(=O)C(CCSC)NS(=O)(=O)c3cccs3)sc2c1 (configuration not stated)
  x	17	18	-8	4	x	-4
18. CCCCn1c(SCC(=O)NC(=O)NCc2ccco2)nc2cc(S(N)(=O)=O)ccc21
  x	2	-5	2	-2	x	2
19. O=C(COc1ccccc1)NCCSc1ccccc1
  x	0	-6	-2	52*	x	-3
20. Cc1cccc(CCNS(=O)(=O)c2ccc3c(c2)NC(=O)C(C)S3)c1 (configuration not stated)
  -3	4	-3	-1	2	-2	1

# Continuation.
21: Cc1ccc2[nH]c(-c3ccccc3)c(CN3CCCC3)c(=O)c2c1
22: C[C@@H]1CCCCO[C@H](CN(C)S(=O)(=O)c2cccs2)[C@H](C)CN([C@@H](C)CO)C(=O)c2cc(NC(=O)Nc3ccc4c(c3)OCO4)ccc2O1
23: C[C@@H](NC(=O)C[C@@H]1C=C[C@@H](NC(=O)C2CCOCC2)[C@@H](CO)O1)c1ccccc1
24: C[C@@H]1CN([C@@H](C)CO)C(=O)c2cc(C#Cc3ccccc3)cnc2O[C@H]1CN(C)CC1CCOCC1
25: Cc1ccccc1-c1nc(CS(=O)(=O)CC(=O)NCc2ccc(F)cc2)c(C)o1
26: S=C(NCCc1ccccc1)N1CCN(C2CCCCC2)CC1
27: Cc1cc(C)c(NC(=O)Cn2nc(-c3ccccc3)nc2-c2ccccc2)c(C)c1
28: Cc1ccc(-n2nnnc2CNC(=O)C2CC(=O)N(c3ccc(F)cc3)C2)cc1C (configuration not stated)
29: COc1ccccc1C(CNc1ncnc2sc(C)c(C)c12)N(C)C (configuration not stated)
30: COCCNC(=O)C[C@@H]1C[C@H]2c3cc(NC(=O)NC4CCCCC4)ccc3O[C@H]2[C@@H](CO)O1
compound no.,21,22,23,24,25,26,27,28,29,30
SIRT5 inh,7,6,2,-9,-2,1,-3,-3,-1,0
C2C12 statin,-1,x,-2,34,12,-6,x,1,-8,10
ARNT-TACC3 inh,4,-6,3,2,0,-2,-1,-7,3,-15
miR122 inh,-3,-11[16.7 µM],x,-3[16.7 µM],10,-4,x,x,-1,9[16.7 µM]
esBAF inh,5,3,0,-8,1,3,x,2,-15,-3
ERp5 block,15,-5,5,-5,-4,0,-6,-4,0,-3
Cneo AK release,0,0,0,2,0,5,x,2,3,1

31: Cc1cc(C)c(S(=O)(=O)Nc2ccccc2C(=O)OCC(=O)NCc2ccccc2)c(C)c1
32: CCCc1cn(CC[C@H]2CC[C@H](NC(=O)CCN3CCCCC3)[C@H](CO)O2)nn1
33: O=C(NC1CCN(Cc2ccccc2)CC1)c1cccc(S(=O)(=O)Nc2ccc(Br)cc2)c1
34: O=C(CSc1nnc(C2CC2)n1-c1ccccc1)NCCc1ccccc1
35: O=C(NN1CCOCC1)c1cccc(Cl)c1
36: O=C(Cn1cnc2cc([N+](=O)[O-])ccc2c1=O)Nc1cccc2ccccc12
37: CC(=O)c1ccc(NC(=O)c2cccc(NC(=O)c3ccccc3)c2)cc1
38: Cc1cc(C)c2[nH]c(=O)c(C(c3nnnn3C(C)(C)C)N3CCN(C(=O)c4ccco4)CC3)cc2c1 (configuration not stated)
39: C[C@@H]1CN([C@@H](C)CO)C(=O)Cc2cc(NC(=O)c3ccncc3)ccc2O[C@H]1CN(C)C
40: COc1ccc(NS(=O)(=O)c2ccc3nc(COc4ccc(Cl)c(C)c4)[nH]c3c2)cc1
compound no.,31,32,33,34,35,36,37,38,39,40
SIRT5 inh,-3,1,0,x,-9,-9,-1,x,-1,x
C2C12 statin,x,2,19,5,-2,0,-24,3,2,x
ARNT-TACC3 inh,1,-4,6,-1,-1,1,2,1,-9,3
miR122 inh,x,x,x,4,-1,-4,3,-2,-3[16.7 µM],1
esBAF inh,x,-4,x,-3,-6,-1,u,7,5,x
ERp5 block,u,1,1,x,-2,-1,-1,x,-6,x
Cneo AK release,x,-1,1,0,0,4,0,0,0,-1

41: Cc1ccc(C23CC4CC(CC(C(=O)NN)(C4)C2)C3)cc1
42: COC(=O)CN(C)C(=O)c1ccc2nc(Cc3cccc(Cl)c3)oc2c1
43: Cc1ccc(C(=O)N/C(=C\c2cn(C)c3ccccc23)C(=O)NCCCN2CCOCC2)cc1
44: CC1(C(=O)NCc2ccccc2Br)CCN1Cc1csc2ccccc12 (configuration not stated)
45: COCC(=O)Nc1ccc2c(c1)C(=O)N(C)C[C@@H](OC)[C@@H](C)CN(C(=O)c1cccnc1)[C@H](C)CO2
46: COc1ccc(NC(=O)CSc2ncnc3c2cnn3CCc2ccccc2)cc1
47: CC(C)C#Cc1cnc2c(c1)C(=O)N([C@@H](C)CO)C[C@@H](C)[C@H](CN(C)Cc1cncnc1)O2
48: CNc1ccc(-c2cccc(C(C)=O)c2)cn1
49: CS(=O)(=O)N(CC(=O)N1CCCCC1)c1ccc(Cl)c(C(F)(F)F)c1
50: CC(C)Oc1ccc(Cc2cnc(=S)[nH]c2N)cc1
compound no.,41,42,43,44,45,46,47,48,49,50
SIRT5 inh,0,-1,6,x,-2,x,-2,0,x,-3
C2C12 statin,-1,-2,x,-6,5,-2,-3,1,-1,x
ARNT-TACC3 inh,-5,1,-2,x,-9,2,-1,x,-4,-4
miR122 inh,2,-6,x,4,x,-7,-5[16.7 µM],-9,1,x
esBAF inh,-12,66*,x,12,-3,20,-3,34,-6,x
ERp5 block,5,0,1,3,-3,x,-1,-1,x,14
Cneo AK release,-1,1,x,-1,0,x,-12,1,x,-1

51: Cc1nn(Cc2ccc(C(=O)NC3CCCCC3)o2)c(C)c1Br
52: O=C(Cc1ccc(F)cc1)Nc1ccc(Cl)cn1
53: C[C@H](O)C#Cc1ccc2c(c1)O[C@@H](CN(C)C(=O)CN(C)C)[C@H](C)CN([C@H](C)CO)S2(=O)=O
54: O=S(=O)(NCC(c1cccnc1)N1CCOCC1)c1ccccc1 (configuration not stated)
compound no.,51,52,53,54
SIRT5 inh,-3,-7,-1,-2
C2C12 statin,x,4,1,-5
ARNT-TACC3 inh,2,-4,-16,3
miR122 inh,x,-2,2[16.7 µM],-8
esBAF inh,x,34,1,-8
ERp5 block,2,-6,0,3
Cneo AK release,x,-1,54,x
